Assay outcomes: PubChem BioAssay, several laboratories
MrgX1 agonist: activates human MrgX1 receptor signaling | B-score at 10 µM | AID 588627 | 310,000 compounds, 0.44% hits | MrgX1-HEK293 cells, Fluo-4 calcium fluorescence, agonist mode; stronger effect = higher value | Q96LB2;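 active means calcium response B-score plate-corrected fluorescence ratio at least 3 library SD, with starting fluorescence B-score inside 5 SD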
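Material: MrgX1-expressing HEK293 cells; input: 15,000 cells per well; doses: test compound given as first of three sequential additions; schedule: overnight plating before 1 h dye loading; technique: Fluo-4 NW calcium-flux fluorescence, kinetic read; evaluation: baseline-normalised fluorescence change ratio, B-scored; control set: plate-wise positive and negative controls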
TRPC6 activator: mouse TRPC6 channel activation. Q61143. HEK293-TRPC6 membrane potential dye fluorescence; stronger effect = higher value. B-score at 10 µM. 310,000 compounds, 0.13% hits;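 active means B-score of the integrated fluorescence ratio above library mean plus 3 SD, and starting fluorescence ratio within library mean plus 5 SD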;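 further: higher score means more depolarization so channel activation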
TMEM16A inh: mouse TMEM16A channel inhibition, primary screen; 310,000 compounds, 1.2% hits; Q8BHY3; normalized B-score (activity score, 25-100; higher = stronger inhibition) at 10 µM; HEK293 TMEM16A/YFP iodide influx fluorescence, ionomycin;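 active means ratio plate-corrected score three or more library SD toward inhibition, starting fluorescence score within five deviations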;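 further: score derived from kinetic fluorescence span divided by baseline fluorescence per well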
TRPC4 agonist: opens the mouse TRPC4 cation channel; Q9QUQ5; HEK293 TRPC4beta/mu-opioid, Fluo4 calcium fluorescence; stronger effect = higher value; B-score at 10 µM; 310,000 compounds, 0.49% hits;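 active means B-score above 5 SD of library B-scores, and initial fluorescence ratio not above library mean plus 5 SD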;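 further: positive B-score marks a calcium rise read as TRPC4 activation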
Target sequence (Q9QUQ5 whole entry, looked up): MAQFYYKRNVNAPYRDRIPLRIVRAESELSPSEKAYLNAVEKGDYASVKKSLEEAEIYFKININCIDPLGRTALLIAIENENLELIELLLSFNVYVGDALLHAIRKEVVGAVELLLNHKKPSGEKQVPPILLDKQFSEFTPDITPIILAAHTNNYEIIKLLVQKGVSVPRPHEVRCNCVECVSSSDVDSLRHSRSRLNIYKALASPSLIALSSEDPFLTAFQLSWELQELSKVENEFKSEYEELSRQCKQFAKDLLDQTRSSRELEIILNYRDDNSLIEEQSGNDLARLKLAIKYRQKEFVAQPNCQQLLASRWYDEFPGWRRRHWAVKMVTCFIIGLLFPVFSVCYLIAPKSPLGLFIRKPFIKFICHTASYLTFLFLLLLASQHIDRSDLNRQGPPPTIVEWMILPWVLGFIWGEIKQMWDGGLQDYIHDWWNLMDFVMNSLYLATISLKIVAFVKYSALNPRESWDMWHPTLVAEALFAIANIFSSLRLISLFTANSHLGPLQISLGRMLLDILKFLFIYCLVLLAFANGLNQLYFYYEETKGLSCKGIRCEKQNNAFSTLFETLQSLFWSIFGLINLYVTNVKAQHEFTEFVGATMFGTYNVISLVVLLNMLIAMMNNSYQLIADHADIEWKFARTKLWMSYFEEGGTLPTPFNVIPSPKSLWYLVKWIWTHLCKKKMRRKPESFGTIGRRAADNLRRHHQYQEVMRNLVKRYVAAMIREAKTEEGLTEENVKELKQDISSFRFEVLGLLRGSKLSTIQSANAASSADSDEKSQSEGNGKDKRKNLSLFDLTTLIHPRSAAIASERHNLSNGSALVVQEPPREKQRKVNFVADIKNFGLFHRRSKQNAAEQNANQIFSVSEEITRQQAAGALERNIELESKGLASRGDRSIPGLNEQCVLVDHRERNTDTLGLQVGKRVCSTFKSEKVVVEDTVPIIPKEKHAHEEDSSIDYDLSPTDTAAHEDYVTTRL
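System: HEK293 cells stably co-expressing mouse TRPC4beta and mu-opioid receptor; Schedule: Fluo4 dye loading 45 min at room temperature, 110 s recording; Detection: Fluo4 fluorescence, kinetic; Evaluation: B-scored integrated calcium fluorescence ratio; Controls: buffer (low) and maximal DAMGO (high).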
SKKanGAS inh: inhibitors of SKKanGAS S. pyogenes growth in kanamycin (SK-promoter or general growth effect); 300,000 compounds, 1.3% hits; BacTiter-Glo, 6 h; inhibition, % at 7.5 µM; AID 1662;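 active means mean replicate score, as percent of positive control median, at least 50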;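 further: strain carries kanamycin resistance gene driven by streptokinase promoter and grows in 40 µg/ml kanamycin; loss of luminescence reflects streptokinase promoter inhibition or plain growth inhibition; 0% = median of DMSO wells and 100% = positive control at its reference dose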
TRPC4 inh: TRPC4 (mouse) channel inhibition | B-score at 10 µM | 300,000 compounds, 0.39% hits | Q9QUQ5 | HEK293 TRPC4beta/mu-opioid, DAMGO-evoked Fluo4 calcium flux; stronger effect = lower value | AID 2247;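 active means B-score over 3 SD under the library average, no early fluorescence shift, positive overall ratio signal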
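test system = HEK293 cells with stable TRPC4beta plus mu-opioid receptor expression | detection = Fluo4 Ca2+ flux fluorescence | read-out = integrated fluorescence ratio relative to baseline, converted to per-well B score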
TRPC4 PAM: allosterically enhances the mouse TRPC4 cation channel; B-score at 10 µM; Q9QUQ5; 310,000 compounds, 0.42% hits; HEK293 TRPC4beta/mu-opioid, DAMGO EC20, Fluo-4 Ca2+ flux; stronger effect = higher value; AID 2227;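 active means B-score of calcium response area above 5 SD of library B-scores, with initial fluorescence ratio within 5 SD of library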;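 further: B-score of integrated fluorescence ratio over time as area under calcium response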
MrgX1 antagonist: human MrgX1 receptor antagonism, primary screen; Q96LB2; MRGX1-HEK293 calcium flux, Fluo-4, BAM8-22 antagonism; stronger effect = lower value; B-score at 10 µM; 310,000 compounds, 1.3% hits; AID 588676;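 active means calcium-response B-score plate-corrected more than 3 library SD below zero, starting fluorescence within 5 deviations, no agonist response on first addition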;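 further: peak minus trough fluorescence over baseline after final BAM8-22 challenge near maximal dose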
MrgX1 PAM: allosterically activates human MrgX1 receptor signaling; AID 588675; MrgX1-HEK293, Fluo-4 calcium flux, FDSS; stronger effect = higher value; 310,000 compounds, 0.63% hits; B-score at 10 µM;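 active means plate-corrected calcium response at least 3 library SD above typical, normal starting fluorescence, not activating the receptor alone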;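 further: compound read alongside a low EC10 to EC30 dose of BAM8-22 agonist; peak minus trough fluorescence over baseline measured at the second addition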
TRPC6 inh: mouse TRPC6 channel inhibition; Q61143; HEK293-TRPC6, membrane potential dye, ACh-evoked depolarization; stronger effect = lower value; B-score at 10 µM; 310,000 compounds, 1.1% hits; AID 2553;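 active means B-score under library mean minus 3 SD, initial fluorescence not abnormally high, positive integrated signal ratio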;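 further: B-score derived from integrated fluorescence ratio over the kinetic read; more negative B-score means stronger inhibition of depolarization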
TMEM16A act: mouse TMEM16A channel activation, primary screen. B-score at 10 µM. 340,000 compounds, 0.3% hits. Q8BHY3. HEK293 TMEM16A/YFP-H148Q/I152L, iodide quench fluorescence; stronger effect = lower value. AID 623877;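 active means fluorescence-ratio B-score plate-corrected deviation score at least 3 library SD below zero, with starting fluorescence score within 5 deviations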;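 further: channel opened by trigger with iodide after compound preincubation; score built on the fluorescence ratio of max minus min over baseline; more negative score means more quench and so TMEM16A activation or potentiation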
Active calls of the source: *; i = inactive; / = not tested or not shown.

SMILES	MrgX1 agonist	TRPC6 activator	TMEM16A inh	TRPC4 agonist	SKKanGAS inh	TRPC4 inh	TRPC4 PAM	MrgX1 antagonist	MrgX1 PAM	TRPC6 inh	TMEM16A act
COc1ccc([N+](=O)[O-])cc1N(CC(O)Cn1nnc2ccccc21)S(=O)(=O)c1ccc(C)cc1 (stereo unspecified)	i	i	i	i	0.1	i	i	i	i	i	i
CCN(CC)S(=O)(=O)c1ccc(N=Nc2cc(C)cc(Br)c2O)cc1	i	i	i	i	-8.7	i	i	i	i	i	i
Cc1cc(C)n(CCC(=O)N/N=C/c2c(O)ccc3ccccc23)n1	i	i	i	i	2.6	i	i	i	i	i	i
COc1ccc(S(=O)(=O)NCc2ccc(C(=O)N3CCN(Cc4ccccc4)CC3)cc2)cc1	i	i	i	i	4.1	i	i	i	i	i	i
COc1ccc(CCNC(=O)CN2C(=O)COc3ccc(S(=O)(=O)N4CCOCC4)cc32)cc1OC	i	i	i	i	-1.9	i	i	i	i	i	i
COC(=O)Cn1c(=O)sc2ccccc21	i	i	i	i	1.9	i	i	i	i	i	i
COc1ccc(-c2n[nH]c(=S)n2/N=C/C=C/c2ccccc2OC)cc1	i	i	i	i	6.9	i	i	i	i	i	i
CC(C)CN(CC(C)C)S(=O)(=O)N1CCC(C(=O)NCc2ccc3c(c2)OCO3)CC1	i	i	i	i	-2.3	i	i	i	i	i	i
O=C(COC(=O)c1ccccc1-n1cnnn1)c1ccc(F)c(F)c1	i	i	i	i	-0.3	i	i	i	i	i	i
C[C@H](NC(=O)OCc1ccccc1)C(=O)NNC(=O)[C@H](C)NC(=O)OCc1ccccc1	i	i	i	i	7.1	i	i	i	i	i	i
O=C(O)CNC(=O)c1ccc(OC(F)F)cc1	i	i	i	i	-5.5	i	i	i	i	i	i
CC(=O)N1c2ccc3ccccc3c2C(C)CC12CCCCC2 (stereo unspecified)	i	i	i	i	44.3	i	i	i	i	i	i
Cc1ccccc1C(=O)NN1C(=O)CSC1=S	i	i	i	i	-1.0	i	i	i	i	i	i
O=C(CC(NC(=O)C(F)(F)F)c1ccccc1)Nc1nnc(CCc2ccccc2)s1 (stereo unspecified)	i	i	i	i	-5.6	i	i	i	i	i	i
Cc1ccc(C(=O)N2CCC3(CC2)Oc2ccc(F)cc2C(=O)C32CC(c3ccccc3)=NO2)s1 (stereo unspecified)	i	i	i	i	16.2	i	i	i	i	i	i
CCc1ccc(-c2cc(C(=O)N/N=C/c3ccccn3)[nH]n2)cc1	i	i	i	i	5.7	i	i	i	i	i	i
COc1ccccc1N1CCN(S(=O)(=O)CCNC(=O)C2CCCCC2)CC1	i	i	i	i	-6.3	i	i	i	i	i	i
Cc1cc(C)nc(SCc2c(F)cccc2Cl)n1	i	i	i	i	18.7	i	i	i	i	i	i
Cc1c(OCC(=O)NC2CC(C)(C)NC(C)(C)C2)ccc2c3c(c(=O)oc12)CCC3	i	i	i	i	-1.6	i	i	i	i	i	i
CCOc1ccc(CN(C)CC(=O)NCc2ccccc2Cl)cc1	i	i	i	i	2.0	i	i	i	i	i	i
COc1ccc(OC)c(NC(=O)CCNC(=O)c2ccco2)c1	i	i	i	i	-2.8	i	i	i	i	i	i
Cn1c(=O)[nH]c(=O)c2c1nc(N1CCC(Cc3ccccc3)CC1)n2Cc1ccccc1	i	i	i	i	53.1*	i	i	i	i	i	i
CC(C)Oc1cccc(C(=O)Nc2ccc(N3CCN(S(C)(=O)=O)CC3)cc2)c1	i	i	i	i	-1.8	i	i	i	i	i	i
Cc1ccc(C(=O)c2c3ccccc3[n+]([O-])n2CCO)cc1	i	i	i	i	0.2	i	i	i	i	i	i
NC(=O)c1ccc(NC(=O)COC(=O)/C=C/c2cccs2)cc1	i	i	i	i	-5.6	i	i	i	i	i	i
CC(=O)Nc1ccc(S(=O)(=O)NCCC(=O)Nc2ncccc2C)cc1	i	i	i	i	-2.2	i	i	i	i	i	i
O=C(CCCN1C(=O)c2cccc3cccc(c23)C1=O)N1CCN(c2ccc(F)cc2)CC1	i	i	i	i	6.8	i	i	i	i	i	i
Cc1nc2sccn2c(=O)c1S(=O)(=O)N1CCN(c2cccc(C(F)(F)F)c2)CC1	i	i	i	i	0.1	i	i	i	i	i	i
COc1ccc(/C=N/n2cnc3c([nH]c4ccccc43)c2=O)cc1COc1ccccn1	i	i	i	i	11.1	i	i	i	i	i	/
C#CCOCCOCCOCCNc1nc(N2CCN(C(=O)C([C@@H](C)CC)n3cc(C(N)CO)nn3)CC2)nc(N2CCN(C(=O)C([C@@H](C)CC)n3cc(C(N)COC(=O)C(F)(F)F)nn3)CC2)n1 (stereo partly specified)	i	i	i	i	-1.7	i	i	i	i	i	/
Cc1ccc(C(=O)Nn2c(O)c(C=C3N=c4ccccc4=N3)sc2=S)cc1	i	i	i	i	-2.8	i	i	i	i	i	i
Cc1ccccc1C(=O)NC1CCN(C(=O)N(c2ccccc2)c2ccccc2)CC1	i	i	i	i	2.8	i	i	i	i	i	/
CCN1CCN(c2ccc(NC(=O)c3cccc(F)c3)cc2Cl)CC1	i	i	i	i	-5.5	i	i	i	i	i	i
Cc1ccc2nc3c(c(C(=O)OCC(=O)NC4CCS(=O)(=O)C4)c2c1)CCCC3 (stereo unspecified)	i	i	i	i	-0.6	i	i	i	i	i	i
COc1ccc(S(=O)(=O)n2nc(OC(=O)c3ccccc3)cc2N)cc1	i	i	i	i	1.0	i	i	i	i	i	i
O=C(CSc1nc2ccc(Nc3nc(N4CCOCC4)nc(N4CCOCC4)n3)cc2s1)Nc1ccccc1Cl	i	i	i	i	10.8	i	i	i	i	i	i
COc1ccc(-c2c(C)n([O-])c(C)c(C)[n+]2=O)cc1	i	i	i	i	-8.1	i	i	i	i	i	i
Cc1cc(NCCOCCO)n2ncc(-c3ccc(Cl)cc3)c2n1	i	i	i	i	-5.6	i	i	i	i	i	i
OC1(CN2CCOCC2)C2CN3CCN(C2)CC1(c1ccccc1)C3 (stereo unspecified)	i	i	i	i	-2.8	i	i	i	i	i	i
CC(C)(C)CN1C(N)=NC[C@@H]1c1ccccc1	i	i	i	i	1.0	i	i	i	i	i	i
CO/N=C(/CS(=O)(=O)Cc1ccccc1Cl)c1ccc(Cl)cc1Cl	i	i	i	i	-1.4	i	i	i	i	i	i
CCc1noc(C)c1C(=O)Nc1nc2ccc(OC)cc2s1	i	i	i	i	-6.5	i	i	i	i	i	i
O=C(C1=C(O)C(=O)N(c2ncccn2)C1c1ccc(Cl)c(Cl)c1)c1ccco1 (stereo unspecified)	i	i	i	i	37.2	i	i	i	i	i	i
Cc1cnc(C(=O)OCC(=O)N=c2sccn2Cc2ccccc2Cl)cn1	i	i	i	i	-3.3	i	i	i	i	i	i
Cc1ccc(C(=O)OCc2nc(N)nc(Nc3ccccc3C)n2)cc1	i	i	i	i	5.4	i	i	i	i	i	i
COc1ccc(N2CCN(C(=O)CN3CCN(c4nc(-c5ccc(F)cc5)cs4)CC3)CC2)cc1	i	i	25*	i	10.1	i	i	i	i	i	i
CCCCn1c(N)c(N(CCC(C)C)C(=O)C2CC(=O)N(CCc3ccc(OC)c(OC)c3)C2)c(=O)[nH]c1=O (stereo unspecified)	i	i	i	i	-2.6	i	i	i	i	i	i
O=C(NCCCCCCNC(=O)c1ccc(Br)s1)c1ccc(Br)s1	i	i	i	i	1.2	i	i	i	i	i	i
CCOC(=O)CC(=O)CSc1ncc(C(=O)OCC)c(N)n1	i	i	i	i	3.1	i	i	i	i	i	i
COc1ccccc1N1CCN(c2nc3ccccc3nc2C(C#N)C(=O)OC(C)C)CC1 (stereo unspecified)	i	i	i	i	24.7	i	i	i	i	i	i
(cont.)
SMILES	MrgX1 agonist	TRPC6 activator	TMEM16A inh	TRPC4 agonist	SKKanGAS inh	TRPC4 inh	TRPC4 PAM	MrgX1 antagonist	MrgX1 PAM	TRPC6 inh	TMEM16A act
C=CCc1cccc(CNc2cnc3ccccc3c2)c1O	i	i	i	i	11.3	i	i	-6.62*	i	i	i
COc1cccc(NC(=O)C2CCCN2C(=O)Nc2ccccc2)c1 (stereo unspecified)	i	i	i	i	6.8	i	i	i	i	i	i
CC(=O)Nc1cccc(NC(=O)C2CC(=O)N(C3CCCCC3)C2)c1 (stereo unspecified)	i	i	i	i	15.0	i	i	i	i	i	i
Clc1ccc(-c2nc3ccccc3[nH]2)cn1	i	i	i	i	-3.8	i	i	i	i	i	i
CCOc1ccc(N2CC(C(=O)Nc3cccc(C)c3C)CC2=O)cc1 (stereo unspecified)	i	i	i	i	10.0	i	i	i	i	i	i
O=C(O)c1ccc(Cl)c(S(=O)(=O)Nc2cccc(C(=O)Nc3cccc(C(F)(F)F)c3)c2)c1	i	i	i	i	19.9	i	i	i	i	i	i
COc1cc(/C=C2/S/C(=N/S(=O)(=O)c3ccccc3)NC2=O)c([N+](=O)[O-])cc1OC	i	i	i	i	36.0	i	i	i	i	i	i
O=C(NCC1(O)CCCCC1)C1CCC(=O)N(Cc2cccc(C(F)(F)F)c2)C1 (stereo unspecified)	i	i	i	i	-1.6	i	i	i	i	i	i
Cc1ccc(C(C)C)c(OCc2ccc(C(=O)N/N=C/c3ccc(O)cc3O)cc2)c1	i	i	i	i	86.7*	i	i	i	i	i	i
CCNc1nc(NCC)nc(N/N=C/c2ccc([N+](=O)[O-])o2)n1	i	i	i	i	13.5	i	i	i	i	i	i
CC(=O)CSc1nnc2cc(C)c3ccccc3n12	i	i	i	i	-39.8	i	i	i	i	i	i
Cc1ccc(CSc2nnc(-c3cccs3)n2C)cc1	i	i	i	i	2.0	i	i	i	i	i	i
COCc1c(C(=O)N2CCN(Cc3c(F)cccc3Cl)CC2)oc2ccccc12	i	i	i	i	-0.4	i	i	i	i	i	i
COc1ccc(S(=O)(=O)N(C)CC(=O)Nc2ccccc2C(F)(F)F)cc1	i	i	i	i	3.0	i	i	i	i	i	i
CCOC(=O)c1c(N)n(-c2ccc(N)cc2)c2nc3ccccc3nc12	i	i	i	i	13.8	i	i	i	i	i	i
